High-throughput results (PubChem BioAssay)
mIAP block: inhibitors of mouse IAP, primary screen, biochemical, luminescence, uHTS | intestinal alkaline phosphatase [Mus musculus] | purified mouse IAP, CDP-Star luminescence, 30 min | inhibition, % at 10 µM | 330,000 tested, 0.2% active;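 active = inhibition of at least 40% at 10 µM in the primary screen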;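 note: plate controls were DMSO with enzyme for no effect and no enzyme wells for full effect; values of inactives mirror those of a sister screen read the other way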
APOBEC3A inh: APOBEC3A ssDNA deaminase inhibitors, primary screen, selectivity assay for APOBEC3G inhibitor project, biochemical, FAM/TAMRA oligo cleavage fluorescence; 330,000 tested, 0.41% active; inhibition, % at 20 µM; AID 493011, 2011; DNA dC->dU-editing enzyme APOBEC-3A (Homo sapiens), P31941; recombinant A3A, FAM/TAMRA ssDNA deamination fluorescence;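 active = at least 40% inhibition at 20 µM here, with at most 30% in a related deaminase screen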;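 note: plate controls were A3A with DMSO for no effect and wells lacking A3A enzyme for full effect; some results filed as inactive read as strong as hits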
Target sequence (P31941 whole entry, looked up): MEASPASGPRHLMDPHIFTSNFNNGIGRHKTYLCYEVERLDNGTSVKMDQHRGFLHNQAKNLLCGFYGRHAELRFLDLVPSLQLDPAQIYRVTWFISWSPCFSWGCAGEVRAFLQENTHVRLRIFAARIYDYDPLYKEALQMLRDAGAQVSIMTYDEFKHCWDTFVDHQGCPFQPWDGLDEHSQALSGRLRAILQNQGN
NLRP3 yeast inh: NALP3 inflammasome inhibitors in reconstituted yeast, primary screen, luminescence, uHTS. inhibition, % at 10 µM. 330,000 tested, 0.39% active. AID 2825, 2010. Yeast reconstituted NLRP3/ASC/caspase-1, beta-gal luminescence, 24 h;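 active = inhibition of 50% or more; inactive = inhibition below 50%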;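 note: plate controls were induced DMSO wells for no effect and uninduced yeast grown without galactose for full effect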
hIAP block: human IAP inhibitors, primary screen, biochemical, luminescence, uHTS; 330,000 tested, 0.12% active; purified IAP, CDP-Star luminescence, 30 min; AID 2544, 2010; Intestinal-type alkaline phosphatase (Homo sapiens), P09923; inhibition, % at 10 µM;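 active = inhibition reaching a set limit with compound at 10 µM in the primary screen, cut at about 35% in these data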;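 note: plate controls were DMSO wells with enzyme for no effect and no-enzyme buffer wells for full effect; values of inactives mirror those of a sister screen read the other way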
Target sequence (P09923 whole entry, looked up): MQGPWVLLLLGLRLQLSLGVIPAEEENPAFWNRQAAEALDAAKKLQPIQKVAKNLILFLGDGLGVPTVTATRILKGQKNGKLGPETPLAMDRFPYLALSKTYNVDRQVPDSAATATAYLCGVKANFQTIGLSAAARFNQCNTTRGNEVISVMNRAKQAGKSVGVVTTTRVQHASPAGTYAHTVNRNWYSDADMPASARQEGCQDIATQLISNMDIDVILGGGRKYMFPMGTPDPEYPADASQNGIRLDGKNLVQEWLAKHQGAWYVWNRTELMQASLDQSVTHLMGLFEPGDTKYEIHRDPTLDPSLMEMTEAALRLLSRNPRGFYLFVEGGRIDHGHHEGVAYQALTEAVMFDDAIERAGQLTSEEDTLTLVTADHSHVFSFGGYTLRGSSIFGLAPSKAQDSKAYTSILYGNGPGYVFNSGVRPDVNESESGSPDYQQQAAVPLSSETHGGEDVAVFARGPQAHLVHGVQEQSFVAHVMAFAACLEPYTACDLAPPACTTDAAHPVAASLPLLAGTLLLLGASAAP
beta cell repl: inducers of MIN6 beta-cell proliferation, primary screen, ATP luminescence, uHTS. 330,000 tested, 0.29% active. AID 2380, 2010. proliferation, % at 10 µM. MIN6 cells proliferation, ATPlite luminescence, 48 h; cells starved in 0.2% serum; 100% = growth in 10% serum;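 active = compounds whose signal lies at least 3.5 SD above the mean of all wells on their plate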;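 note: 0% = DMSO-treated cells in low-serum medium and 100% = 10% serum control; some compounds called inactive have numbers as strong as hits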
mIAP activ: activators of mouse IAP, primary screen, biochemical, luminescence, uHTS | intestinal alkaline phosphatase [Mus musculus] | muIAP, CDP-Star luminescence, 30 min; active compounds read high; 1 = vehicle-only enzyme signal, 0 = enzyme-free wells | activation factor at 10 µM | 330,000 tested, 0.24% active | AID 2805, 2010;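 active = activation factor of at least 2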; note: the source names both 10 and 20 µM as test concentration; values of inactives mirror those of a sister screen read the other way
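Assay system: mouse IAP enzyme; Reagent: CDP-Star chemiluminescent phosphatase substrate; Compound: DMSO-dissolved test compounds; Incubation: 30 min, room temperature; Technique: luminescence from enzymatic CDP-Star hydrolysis; Controls: DMSO-only wells and no-enzyme negative control.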
tim10-1 inh: growth inhibitors of tim10-1 mutant yeast, primary screen, luminescence, uHTS. 330,000 tested, 2.2% active. inhibition, % at 20 µM. S. cerevisiae tim10-1 ts strain growth, BacTiter-Glo, 24 h;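 active = inhibition of at least 40%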;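 note: mutant grown at 25 °C; 0% = DMSO wells with yeast and 100% = wells holding no yeast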
A3G deaminase: APOBEC3G DNA deaminase inhibitors, primary screen, biochemical, fluorescence, single-stranded DNA substrate, uHTS; DNA dC->dU-editing enzyme APOBEC-3G (Homo sapiens), Q9HC16; recombinant A3G, ssDNA deamination FAM/TAMRA fluorescence; inhibition, % at 20 µM; 330,000 tested, 0.28% active; AID 493012, 2011;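 active = inhibition of at least 40% at 20 µM, with no more than 30% in the related APOBEC3A deaminase screen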;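 note: plate controls were DMSO wells with A3G for no effect and wells lacking A3G enzyme for full effect; some compounds called inactive have numbers as strong as hits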
Target sequence (Q9HC16 whole entry, looked up): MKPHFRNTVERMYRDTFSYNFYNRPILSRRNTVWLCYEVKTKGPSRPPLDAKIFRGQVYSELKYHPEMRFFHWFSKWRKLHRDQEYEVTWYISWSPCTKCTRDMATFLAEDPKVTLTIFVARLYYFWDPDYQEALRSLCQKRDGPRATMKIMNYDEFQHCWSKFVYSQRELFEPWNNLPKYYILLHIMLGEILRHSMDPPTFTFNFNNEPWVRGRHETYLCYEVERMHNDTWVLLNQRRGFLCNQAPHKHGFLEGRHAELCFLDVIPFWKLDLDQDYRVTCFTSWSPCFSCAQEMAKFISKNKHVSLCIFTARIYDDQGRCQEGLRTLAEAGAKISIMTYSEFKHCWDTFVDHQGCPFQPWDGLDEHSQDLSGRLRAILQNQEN
TIM10 inh: growth inhibitors of isogenic TIM10 control yeast, primary screen, counter-screen for tim10-1 yeast inhibitor project, luminescence, uHTS | S. cerevisiae TIM10 strain growth, BacTiter-Glo luminescence, 24 h | inhibition, % at 10 µM | 330,000 tested, 1.4% active | AID 463195, 2010;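 active = inhibition of 40% or more at the single tested concentration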;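 note: wild-type TIM10 isogenic control strain grown at permissive 25 °C; 0% = DMSO yeast wells and 100% = minimal medium wells without yeast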
An asterisk follows results filed as active.

`O=C(c1ccc([N+](=O)[O-])o1)N1CCOCC1` gave mIAP block -2, APOBEC3A inh 1, NLRP3 yeast inh 31, hIAP block -1, beta cell repl 1, mIAP activ 1, tim10-1 inh -3, A3G deaminase 4 and TIM10 inh 8.
For CCn1c(CNC(=O)c2ccccc2F)nnc1SCC(=O)Nc1nncs1 the results were mIAP block 1, APOBEC3A inh -1, NLRP3 yeast inh 16, hIAP block 8, beta cell repl -2, mIAP activ 0.99, tim10-1 inh -5, A3G deaminase -5 and TIM10 inh 2.
CC1CC(N(C(=O)c2ccco2)c2ccccc2)c2ccccc2N1 (stereo not drawn) was read as mIAP block -2, APOBEC3A inh -1, NLRP3 yeast inh 0, hIAP block 3, beta cell repl -2, mIAP activ 1, tim10-1 inh 28, A3G deaminase -2 and TIM10 inh 38.
For CN(C)C(=O)c1cc2cc(Br)ccc2s1 the results were mIAP block 0, APOBEC3A inh -3, NLRP3 yeast inh 23, hIAP block -17, beta cell repl -1, mIAP activ 1, tim10-1 inh 0, A3G deaminase -7 and TIM10 inh -22.
For CN(C)c1ccc(/C=N/NC(=O)CN(c2cccc(Cl)c2)S(C)(=O)=O)cc1Br the results were mIAP block 7, APOBEC3A inh -1, NLRP3 yeast inh 13, hIAP block 6, beta cell repl -4, mIAP activ 0.93, tim10-1 inh 9, A3G deaminase 0 and TIM10 inh 2.
Screening CC(C)c1nc2sc3c(SCC(N)=O)ncnc3c2c2c1CCC2 returned mIAP block 8, APOBEC3A inh 1, NLRP3 yeast inh 13, hIAP block -10, beta cell repl 5.1*, mIAP activ 0.92, tim10-1 inh 13, A3G deaminase -5 and TIM10 inh 17.
For CC(=O)OCn1ncc(N2CCOCC2)c(Br)c1=O the results were mIAP block 0, APOBEC3A inh -3, NLRP3 yeast inh 11, hIAP block 14, beta cell repl 0, mIAP activ 1, tim10-1 inh 1, A3G deaminase -8 and TIM10 inh 4.
For Cc1nn(Cc2ccccc2)c(Cl)c1/C=C/C(=O)OC(C)C(=O)N1CCCC1 (stereo not drawn) the results were mIAP block 0, APOBEC3A inh -2, NLRP3 yeast inh 10, hIAP block 7, beta cell repl 5, mIAP activ 1, tim10-1 inh -13, A3G deaminase -13 and TIM10 inh -18.
Screening CCCS(=O)(=O)N1CCN(Cc2ccc([N+](=O)[O-])cc2)CC1 returned mIAP block 0, APOBEC3A inh -8, NLRP3 yeast inh 9, hIAP block -18, beta cell repl 0, mIAP activ 1, tim10-1 inh 3, A3G deaminase -9 and TIM10 inh -4.
Screening NC(=O)CC(NC(=O)c1ccccc1)c1ccc(N2CCc3ccccc3C2)c([N+](=O)[O-])c1 (stereo not drawn) returned mIAP block 14, APOBEC3A inh -1, NLRP3 yeast inh 7, hIAP block 17, beta cell repl -1, mIAP activ 0.86, tim10-1 inh -3, A3G deaminase -5 and TIM10 inh 1.
`OCCC1CN(Cc2cc(F)ccc2F)CCN1CCCc1ccccc1` (stereo not drawn) gave mIAP block -3, APOBEC3A inh -4, NLRP3 yeast inh 10, hIAP block 7, beta cell repl -2, mIAP activ 1, tim10-1 inh 1, A3G deaminase -8 and TIM10 inh 0.
CCOc1ccc(OCCCCN2CCCC2)cc1 was read as mIAP block -10, APOBEC3A inh 0, NLRP3 yeast inh 5, hIAP block 0, beta cell repl -2, mIAP activ 1.1, tim10-1 inh 6, A3G deaminase -1 and TIM10 inh 0.
`O=C(Nc1ccc(N2CCOCC2)cc1)C1CCN(S(=O)(=O)c2ccccc2F)CC1` gave mIAP block -4, APOBEC3A inh 7, NLRP3 yeast inh 8, hIAP block -7, beta cell repl -1, mIAP activ 1, tim10-1 inh 7, A3G deaminase -2 and TIM10 inh 7.
Screening CCCCN1C(=O)C2(OCCCO2)c2cccc(C)c21 returned mIAP block -3, APOBEC3A inh -1, NLRP3 yeast inh 11, hIAP block -20, beta cell repl -2, mIAP activ 1, tim10-1 inh 7, A3G deaminase -3 and TIM10 inh -8.
`COc1ccc(CC(=O)OCC(=O)N2CCc3ccccc32)cc1OC` gave mIAP block 1, APOBEC3A inh -3, NLRP3 yeast inh -1, hIAP block 5, beta cell repl 8, mIAP activ 0.99, tim10-1 inh -3, A3G deaminase -8 and TIM10 inh -4.
`CCOc1ccc(Nc2oc(-c3ccc(Cl)cc3)nc2C#N)cc1` gave mIAP block 2, APOBEC3A inh 1, NLRP3 yeast inh 8, hIAP block -8, beta cell repl -2, mIAP activ 0.98, tim10-1 inh 19, A3G deaminase 2 and TIM10 inh 7.
For COc1ccc(N2C(=O)CC(Nc3ccc(C)cc3)C2=O)cc1 (stereo not drawn) the results were mIAP block 2, APOBEC3A inh -4, NLRP3 yeast inh -12, hIAP block 4, beta cell repl -1, mIAP activ 0.98, tim10-1 inh 5, A3G deaminase -8 and TIM10 inh 8.
For CCOC(=O)c1ccc(NC(=O)CCCN2C(=O)NC3(CCCC3)C2=O)cc1 the results were mIAP block 1, APOBEC3A inh -1, NLRP3 yeast inh 7, hIAP block 0, beta cell repl 5, mIAP activ 0.99, tim10-1 inh -7, A3G deaminase -9 and TIM10 inh -11.
Screening CCCCOP(=O)(c1ccc(N(C)C)cc1)C(O)c1cc(OC)c(OC)c(OC)c1 (stereo not drawn) returned mIAP block 4, APOBEC3A inh 3, NLRP3 yeast inh 17, hIAP block 1, beta cell repl -1, mIAP activ 0.96, tim10-1 inh 0, A3G deaminase 0 and TIM10 inh -5.
Screening CS(=O)(=O)N(CC(=O)Nc1c(F)cccc1F)Cc1ccccc1 returned mIAP block -12, APOBEC3A inh 3, NLRP3 yeast inh 13, hIAP block 21, beta cell repl -3, mIAP activ 1.1, tim10-1 inh 1, A3G deaminase 0 and TIM10 inh -4.

The final 2 records of the section before come first, to join the parts:
Screening CCCCOP(=O)(c1ccc(N(C)C)cc1)C(O)c1cc(OC)c(OC)c(OC)c1 (stereo not drawn) returned mIAP block 4, APOBEC3A inh 3, NLRP3 yeast inh 17, hIAP block 1, beta cell repl -1, mIAP activ 0.96, tim10-1 inh 0, A3G deaminase 0 and TIM10 inh -5.
Screening CS(=O)(=O)N(CC(=O)Nc1c(F)cccc1F)Cc1ccccc1 returned mIAP block -12, APOBEC3A inh 3, NLRP3 yeast inh 13, hIAP block 21, beta cell repl -3, mIAP activ 1.1, tim10-1 inh 1, A3G deaminase 0 and TIM10 inh -4.
Screening Cc1ccccc1C1c2[nH]c3ccccc3c2CCN1C(=O)c1ccc(=O)n(C)n1 (stereo not drawn) returned mIAP block 2, APOBEC3A inh -4, NLRP3 yeast inh -9, hIAP block 16, beta cell repl -5, mIAP activ 0.98, tim10-1 inh 14, A3G deaminase -1 and TIM10 inh 18.
`COc1ccc(NC(=O)c2nc[nH]c2C(=O)NCc2ccccc2)cc1` gave mIAP block -1, APOBEC3A inh 1, NLRP3 yeast inh 4, hIAP block -12, beta cell repl -2, mIAP activ 1, tim10-1 inh 40, A3G deaminase -5 and TIM10 inh 16.
Cc1nn(CC(=O)Nc2sc3c(c2C#N)CCC(C(C)(C)C)C3)c(C)c1[N+](=O)[O-] (stereo not drawn) was read as mIAP block 25, APOBEC3A inh -7, NLRP3 yeast inh 1, hIAP block 1, beta cell repl -6, mIAP activ 0.75, tim10-1 inh 23, A3G deaminase -6 and TIM10 inh 14.
`O=C(O)c1ccn2c(C(=O)c3ccccc3)c(-c3ccccc3)cc2c1` gave mIAP block 7, APOBEC3A inh 2, NLRP3 yeast inh 48, hIAP block 7, beta cell repl 0, mIAP activ 0.93, tim10-1 inh -36, A3G deaminase -1 and TIM10 inh -6.
CC(=O)c1ccc(OCCCC(=O)Nc2ccc(S(=O)(=O)N3CCOCC3)cc2)cc1 was read as mIAP block 3, APOBEC3A inh 1, NLRP3 yeast inh 9, hIAP block 10, beta cell repl 4, mIAP activ 0.97, tim10-1 inh 10, A3G deaminase -4 and TIM10 inh 8.
`CCn1c(C)cc(C(=O)CSc2nnnn2C2CCCC2)c1C` gave mIAP block 4, APOBEC3A inh -4, NLRP3 yeast inh 12, hIAP block 15, beta cell repl -2, mIAP activ 0.96, tim10-1 inh -6, A3G deaminase -6 and TIM10 inh 2.
Screening COc1ccc2nc(SCC(=O)NC3CCCc4ccccc43)[nH]c2c1 (stereo not drawn) returned mIAP block -15, APOBEC3A inh 8, NLRP3 yeast inh -3, hIAP block -22, beta cell repl 0, mIAP activ 1.1, tim10-1 inh 11, A3G deaminase -5 and TIM10 inh -16.
CC(NC(=O)C(=O)N1CCOCC1)C(c1cccs1)N1CCN(c2ccccc2F)CC1 (stereo not drawn) was read as mIAP block 2, APOBEC3A inh -1, NLRP3 yeast inh 4, hIAP block -9, beta cell repl -1, mIAP activ 0.98, tim10-1 inh 18, A3G deaminase 2 and TIM10 inh -1.
`O=C(Oc1ccc(/C=N/NC(=O)c2ccccc2O)cc1)c1ccccc1` gave mIAP block -2, APOBEC3A inh 1, NLRP3 yeast inh 5, hIAP block -8, beta cell repl -4, mIAP activ 1, tim10-1 inh -37, A3G deaminase 0 and TIM10 inh -47.
Screening CC(=O)c1c(C)nc2ccc(C)cc2c1-c1ccccc1 returned mIAP block 6, APOBEC3A inh 0, NLRP3 yeast inh 9, hIAP block 1, beta cell repl 6, mIAP activ 0.94, tim10-1 inh -5, A3G deaminase -4 and TIM10 inh -14.
For C=CCNC(=O)CN1CCC(c2nc3cc(C)c(C)cc3[nH]2)CC1 the results were mIAP block 0, APOBEC3A inh -2, NLRP3 yeast inh 7, hIAP block 18, beta cell repl 1, mIAP activ 1, tim10-1 inh -2, A3G deaminase -9 and TIM10 inh 2.
Cc1ccc(NC(=O)c2nc[nH]c2C(=O)N[C@H](C)c2ccccc2)cc1 was read as mIAP block 1, APOBEC3A inh -3, NLRP3 yeast inh 15, hIAP block -54, beta cell repl -7, mIAP activ 0.99, tim10-1 inh -19, A3G deaminase -10 and TIM10 inh 5.
`CCc1cccc(NC(=O)C2CCCN2S(=O)(=O)c2ccc3c(c2)CC(C)N3C(C)=O)c1` (stereo not drawn) gave mIAP block -3, APOBEC3A inh -1, NLRP3 yeast inh 6, hIAP block 10, beta cell repl -4, mIAP activ 1, tim10-1 inh 12, A3G deaminase -6 and TIM10 inh 4.
`CCn1c(CC(C)C)n[nH]c1=S` gave mIAP block 4, APOBEC3A inh 1, NLRP3 yeast inh 7, hIAP block 26, beta cell repl -3, mIAP activ 0.96, tim10-1 inh 8, A3G deaminase -2 and TIM10 inh 5.
For CCOC(=O)C1(Cc2ccc(Cl)cc2)CCN(C(=O)c2ccoc2)CC1 the results were mIAP block 2, APOBEC3A inh -1, NLRP3 yeast inh 11, hIAP block -3, beta cell repl 0, mIAP activ 0.98, tim10-1 inh -24, A3G deaminase -6 and TIM10 inh 11.
Screening Cc1cccc(NC(=O)c2ccc(NCCc3ccccc3)c([N+](=O)[O-])c2)c1 returned mIAP block 19, APOBEC3A inh 8, NLRP3 yeast inh 21, hIAP block -5, beta cell repl 0, mIAP activ 0.81, tim10-1 inh -5, A3G deaminase 1 and TIM10 inh 3.
